Screens: PubChem BioAssay, National Center for Advancing Translational Sciences (NCATS)
Abeta yeast res: A-beta toxicity reversal in yeast | yeast expressing A-beta42, growth rescue, OD600, 48 h; response scale: 0% DMSO, 100% iron-clioquinol control | actives 0.063% (n = 410,000) | Potency, µM (doses to about 46.1 µM), for the others: at the top dose growth rescue, actives largely listed as activators; note: potency is the fitted concentration of half-maximal effect; nearly all actives have a fitted effect of over 55% in size
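Yeast growth medium received pinned compounds, then yeast cells expressing toxic A-beta were added; plates incubated at 30 C for 48 hr. Growth read as absorbance at 600 nm, normalized to DMSO and equimolar FeCl3 plus clioquinol controls.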
PTHR1 ag: agonists of human PTHR1 parathyroid hormone receptor | Q03431 | HEK293 GP2 PTHR1 cells, GloSensor cAMP luminescence, 1 h | Potency, µM (series often up to 115 µM), for the others: top-dose activation, actives largely listed as activators | actives 0.075% (n = 410,000) | AID 743266; note: potency is the fitted concentration of half-maximal effect; nearly all actives have a fitted effect of over 55% in size; some results filed as inactive show a strong effect at the top dose; inactives centre near -15; many of its hits are not listed in these tables
Target sequence (Q03431 whole entry, looked up): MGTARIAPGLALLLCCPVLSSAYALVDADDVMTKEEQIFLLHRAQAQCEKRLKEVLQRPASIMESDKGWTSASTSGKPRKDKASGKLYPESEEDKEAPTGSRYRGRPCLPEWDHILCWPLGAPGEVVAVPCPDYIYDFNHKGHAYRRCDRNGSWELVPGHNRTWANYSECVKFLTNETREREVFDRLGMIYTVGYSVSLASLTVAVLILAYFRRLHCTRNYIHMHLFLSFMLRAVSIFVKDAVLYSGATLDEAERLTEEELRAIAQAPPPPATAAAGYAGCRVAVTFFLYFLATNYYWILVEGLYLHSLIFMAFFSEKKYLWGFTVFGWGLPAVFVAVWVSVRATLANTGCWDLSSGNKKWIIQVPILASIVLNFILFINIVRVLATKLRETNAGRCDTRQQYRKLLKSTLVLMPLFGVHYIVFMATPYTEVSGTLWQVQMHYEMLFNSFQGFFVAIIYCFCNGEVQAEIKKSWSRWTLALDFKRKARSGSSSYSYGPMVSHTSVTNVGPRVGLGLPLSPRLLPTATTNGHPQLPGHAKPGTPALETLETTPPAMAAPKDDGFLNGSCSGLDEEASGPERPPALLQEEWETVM
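HEK-293-derived GP2 cells expressing PTHR1 and a GloSensor cAMP reporter, 3,000/well, plated overnight, given luciferin plus IBMX (each 0.5 mM as added) for 1 h at 37 °C, then compound for 1 h at 37 °C. Luminescence was read after 15 min at room temperature.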
TDP-43 yeast inh: inhibitors of TDP-43 toxicity in yeast | TDP-43 expressing yeast growth rescue, BacTiter-Glo, 24 h | Potency, µM (series often up to 46.1 µM), for the others: at the top dose growth rescue (activation), most hits filed as activators | actives 1.8% (n = 410,000); note: potency is the fitted concentration of half-maximal effect; % of control where 0% means no effect; nearly all actives have a fitted effect of over 50% in size
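Yeast cells expressing TDP-43 under galactose induction are exposed to compounds for 24 hr at 30 deg C. BacTiter-Glo luminescence measures growth, so protective compounds score as activators.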
GLP-1R agonist: activates the human GLP-1 receptor. P43220. Potency, µM (series often up to 45.6 µM), for inactives: at the highest dose activation, usual class: activators. AID 624172. actives 0.007% (n = 380,000). HEK293 GLP-1R CRE-luciferase, luminescence, 4-6 h; cells express a hypersensitive GLP-1R form; note: potency is the fitted concentration of half-maximal effect; % of control where 0% means no effect
DRD3 antagonist: antagonists of human D3 dopamine receptor. P35462. D3R cells, DiscoveRx beta-arrestin luminescence, antagonist mode; stronger effect = lower value. max response, negative = inhibition, %. actives 2.5% (n = 360,000). AID 652054; in the data active = max response below about -50%; inconclusive = no clear call, values can overlap the other calls; note: % is set by controls: 0 for no effect and ±100 for the full control effect; mostly tested at two doses, the higher about 12 µM
Target sequence (P35462 whole entry, looked up): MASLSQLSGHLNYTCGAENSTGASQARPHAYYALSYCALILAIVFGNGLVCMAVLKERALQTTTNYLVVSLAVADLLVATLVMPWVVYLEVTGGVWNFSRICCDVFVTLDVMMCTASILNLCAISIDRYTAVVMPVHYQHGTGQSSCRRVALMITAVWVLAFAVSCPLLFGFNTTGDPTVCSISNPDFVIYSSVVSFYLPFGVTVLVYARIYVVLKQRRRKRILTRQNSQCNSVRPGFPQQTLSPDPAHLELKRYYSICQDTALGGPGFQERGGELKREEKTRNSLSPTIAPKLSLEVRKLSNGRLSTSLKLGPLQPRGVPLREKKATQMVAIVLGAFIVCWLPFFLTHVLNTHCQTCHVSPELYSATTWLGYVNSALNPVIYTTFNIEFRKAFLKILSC
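Cells plated overnight at 1500 cells/well, then exposed to library compounds with dopamine controls for 90 minutes at 37 degrees C. DiscoveRx reagent added for 30–60 minutes at room temperature; luminescence read, quantitative HTS format.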
GLP1R inv ag: inverse agonists of human GLP-1 receptor; Potency, µM (highest dose often 38.3 µM), for the others: at the highest dose activity change, negative = inhibition, actives largely listed as inhibitors; AID 624417; HEK293 GLP-1R CRE-luciferase, luminescence, 24 h; GLP-1R form is constitutively active; actives 1.6% (n = 410,000); P43220; note: potency is the fitted concentration of half-maximal effect; % is set by controls: 0 for no effect and ±100 for the full control effect; nearly all actives have a fitted effect of over 55% in size
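Stable HEK293 clone (constitutively active GLP-1R + cAMP-response luciferase); 200 cells/uL plated, 12 h pre-culture, compound 24 hr, 37 deg C/5% CO2; detection reagent 12 min RT; luminescence.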
Akt phos inh: inhibitors of Akt phosphorylation. Neuro2A IGF-stimulated pAkt S473 HTRF, 20 min; stronger effect = lower value. activity change, % for hits at 50 µM. actives 0.32% (n = 360,000); in the data active = activity change below about -80%; inconclusive = mostly about -51% to -80%; note: % is set by controls: 0 for no effect and ±100 for the full control effect
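Neuro2A cells in DMEM with 0.5% FBS, overnight at 37 deg C, given compound at single 50 µM final, then IGF (6 nM final) for 20 min at 37 deg C. Lysed; phospho-Akt Ser473 by HTRF after 24 h, 665/615 ratio.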
FUS yeast rescue: rescues growth of FUS-expressing yeast | actives 0.24% (n = 390,000) | S. cerevisiae FUS-expressing, growth rescue, OD600, 24 h | Potency, µM (titrated, usually from 76.6 µM), without a hit: top-dose growth rescue (activation), usual class: activators;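 note: potency is the fitted concentration of half-maximal effect; plate controls were DMSO vehicle for no effect and reference control for full effect; nearly all actives have a fitted effect of over 55% in size; some results filed as inactive show a strong effect at the top dose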
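FUS-expressing yeast, raffinose-pregrown, induced in 2% galactose minimal medium at OD 0.005; compounds in a dilution series, 24hr at 30C. Growth restoration read as absorbance at 600 nm. CP55940 positive control, DMSO negative.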
aSyn rescue: alpha-synuclein toxicity inhibition in yeast | Yeast expressing alpha-synuclein, growth rescue, BacTiter-Glo, 24 h | Potency, µM (highest dose often 46.1 µM), inactives show at the top dose growth rescue (activation), actives largely listed as activators | actives 0.14% (n = 370,000); note: potency is the fitted concentration of half-maximal effect; % of control where 0% means no effect; nearly all actives have a fitted effect of over 65% in size
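Readout is rescue of growth in alpha-synuclein-expressing yeast, so inhibitors of toxicity appear as activators. Growth after 24 hr at 30 deg C in galactose medium is quantified by luminescence.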
The depositor's hits bear a star; i = inactive; u = inconclusive; x = not tested or not shown; & = joins results of further samples; [ ] = dose if it differs, or a comment. Unless noted, calls come from the whole dose curve; as a rule, active = well fitted curve in the direction sought with a large enough effect; inconclusive = small, poorly fitted or top-dose-only effect, or another doubt; inactive = no such curve, though single readings can be large; an effect the other way counts as inactive or inconclusive. Only part of the results is shown; rates above refer to the full screens.

SMILES | Abeta yeast res | PTHR1 ag | TDP-43 yeast inh | GLP-1R agonist | DRD3 antagonist | GLP1R inv ag | Akt phos inh | FUS yeast rescue | aSyn rescue
COc1cc(NC(=O)COC(=O)C2CC(O)CN2S(=O)(=O)c2ccc(Cl)cc2)c(C)cc1[N+](=O)[O-] (stereo unspecified) | -1% | i | 5% | u | -2 | 11% | i | 23% | 1%[1.84 µM]
Cc1ccc(NC(=O)CCC(=O)NNC(=O)CCc2ccccc2)c(C)c1 | -10% | i | -10%[9.22 µM] | -1% | -6 | -13% | i | 10% | -4%
O=C(Cn1ncn2c(cc3cc(F)ccc32)c1=O)NC1CCCCC1 | -1% | i | 0% | x | x | 10% | x | -18% | x
COCc1cc(C)nc(N/N=C/c2ccc(-c3ccc(Cl)cc3[N+](=O)[O-])o2)c1C#N | -14% | i | 1% | 19% | 7 | -4% | i | 2% | 7%
S=c1[nH]c2cc3c(cc2[nH]1)OCCO3 | 11% | i | 4% | 11% | -5 | 16% | i | 22% | -3%
O=C(CCC1CCN(C(=O)Cc2c(F)cccc2F)CC1)NC1CC1 | -5% | 9% | -4% | -4% | 1 | 12% | i | 20% | 8%
Nc1nc(-c2ccco2)nn1C(=O)c1ccccc1 | -1% | i | 20% | -10% | 13 | 17% | i | x | 2%
CC(C)c1ccc(C2c3[nH]c4ccccc4c3C[C@H]3C(=O)N(c4ccccc4C(=O)N4CCC(C(=O)O)CC4)C(=O)N23)cc1 (stereo partly specified) | -6% | -19% | 21% | -2% | 1 | u | i | u | 4%
COC(=O)c1ccccc1NC(=O)CSc1nnc(-c2cccnc2)o1 | -13% | i | 8% | 2% | -10 | -11% | i | 1% | -4%
O=C(CN1CCCC1)Nc1nc(-c2ccc3c(c2)CCN3C(=O)c2ccccc2F)cs1 | -1% | 16% | -14% | 20% | 0 | u | i | 46% | 1%
CCn1c(O)c(/C=C2\C=Nc3ccccc32)sc1=Nc1ccc(C)cc1 | -4% | 4%[57.5 µM] | -12% | -1% | 5 | 48% | i | -1% | 3%
Cc1cc(C)c2[nH]c(=O)c(CN(CC3CCCO3)C(=S)Nc3ccccc3)cc2c1 (stereo unspecified) | -4% | -14% | 18% | -5% | 6 | 10% | i | -4% | -8%
CN(C)C(CNc1ncnc2sc3c(c12)CCCCC3)c1ccco1 (stereo unspecified) | -5% | -5% | 10% | 24% | -29 | u | i | 13% | 1%
Cc1cc2c(ccc3[nH]onc32)n1 | 11% | -18% | 24% | 1% | -17 | -4% | i | -42% | 1%
O=C1NC[C@H](CCCCN2CCN(CCc3ccccc3)C(=O)C2=O)N(CCC2CCCCC2)C1=O | -6% | i | 13% | 3% | 14 | 24% | i | 28% | 3%
C=CCOC(=O)C(C(=O)Cc1ccccc1)c1ccccc1 (stereo unspecified) | 17% | -16% | 7% | 8% | -12 | u | i | 11% | 6%
COCCC(=O)N1CCC(C(=O)Nc2ccc(Oc3ccccc3)nc2)CC1 | 1% | i | 12% | 5% | 6 | 20% | i | 7% | -1%
OCCC1CN(Cc2ccc(C(F)(F)F)cc2)CCN1Cc1ccccc1 (stereo unspecified) | 9% | -8% | -9%[0.397 µM] | 8% | -27 | u | i | -7% | 8%
CCCCC(=O)Nc1ccc2c(c1)OCCO2 | 14% | -19% | 0% | -5% | -9 | 0% | i | -10% | -2%
Cc1oc2ncn(C)c(=O)c2c1C(=O)N1CCN(c2ccccc2)CC1 | 2% | i | 16% | -2% | x | 10% | x | -25% | x
COc1ccc(/C=N/NC(=O)c2[nH]c3ccc(C)cc3c2-c2ccccc2)c(C(=O)O)c1OC | -16% | -20% | -7% | 19% | -24 | u | i | 5% | -5%
O=c1oc2ccccc2c(O)c1Sc1ccc(Cl)cc1 | -12% | -31%[inhibitor] | -1% | -9% | 0 | -8% | i | 1% | 2%
CC(C)OCCCNc1ncc2c(n1)CC(c1cccs1)CC2=O (stereo unspecified) | -15% | i | u | 7% | u | 13% | i | x | 2%
Oc1cccc(/C=N/Nc2cccc3cccnc23)c1 | -7% | -44%[inhibitor] | 22% | 1% | 1 | u | i | -7% | -13%
Cn1c(=O)[nH]c(=O)c2c1ncn2CCN1CCCCC1 | 21% | 30%[57.5 µM] | 10% | -12% | 19 | 6% | i | -13% | -13%

The closing 3 compounds of the section above open the next one:
SMILES | Abeta yeast res | PTHR1 ag | TDP-43 yeast inh | GLP-1R agonist | DRD3 antagonist | GLP1R inv ag | Akt phos inh | FUS yeast rescue | aSyn rescue
CC(C)OCCCNc1ncc2c(n1)CC(c1cccs1)CC2=O (stereo unspecified) | -15% | i | u | 7% | u | 13% | i | x | 2%
Oc1cccc(/C=N/Nc2cccc3cccnc23)c1 | -7% | -44%[inhibitor] | 22% | 1% | 1 | u | i | -7% | -13%
Cn1c(=O)[nH]c(=O)c2c1ncn2CCN1CCCCC1 | 21% | 30%[57.5 µM] | 10% | -12% | 19 | 6% | i | -13% | -13%
Cc1ccc(NC(=O)COC(=O)CCc2c(C)nc3ncnn3c2C)cc1 | 3% | i | -5% | 12% | -12 | -31% | i | 16% | -4%
CCOC(=O)c1cc(OC(=O)c2cc(OC)c(OC)c(OC)c2)n(-c2ccccc2)n1 | -23% | -13% | u | -1% | x | -8% | x | 7% | -39%[inhibitor]
Cc1onc(-c2ccccc2Cl)c1C(=O)N1CCC(Cc2ccccc2)CC1 | -21% | -27% | u | -1% | 7 | u | i | 26% | 22%
N#CCCn1nc(Cc2cccc3ccccc23)c(C#N)c1N | -9% | -21% | x | 4% | x | x | x | -1% | x
CCOC(=O)c1c(NC(=O)CCS(=O)(=O)c2ccccc2)sc2c1CC(C)(C)NC2(C)C | 3% | i | 8% | -1% | 0 | -27% | i | 18% | -1%
CC(C)CC(=O)Nc1cccc(-c2csc(-c3ccccc3)n2)c1 | 5% | -10%[57.5 µM] | 0% | 2% | 10 | 10µM* | i | 6% | 3%
CCc1ccc(C2C(C(=O)Nc3ccccc3OC)=C(C)Nc3nc(SCc4ccccc4)nn32)cc1 (stereo unspecified) | 9% | -13% | 21% | x | x | 9% | x | -2% | x
O=C(Nc1ccc([N+](=O)[O-])cc1)C(Cc1ccccc1)N1C(=O)c2cccc3cccc(c23)C1=O (stereo unspecified) | -3% | i | 12% | 11% | 2 | 5% | i | 1% | -8%
CCC/C=N/NC(=O)c1cccc(Br)c1 | -6% | i | 2% | -7% | 6 | -16% | i | -18% | 3%
COc1cccc(C=Nc2cc(C)cc(C)c2)c1O | 4% | -14% | 0% | 0% | -17 | 0% | i | x | 2%
Cc1ccc(NC2=C(CC(=O)O)C(c3ccccc3)N(c3ccc(C)cc3)C2=O)cc1 (stereo unspecified) | -11% | i | 2% | 9% | -27 | u | i | x | -1%
Cc1ccc(C2C3=C(CCCC3=O)N=C3c4ccccc4C(=O)C32)cc1 (stereo unspecified) | -3% | i | 8% | 8% | u | -1% | i | 16% | 0%
CC(=O)N1c2ccc(S(=O)(=O)N3CCCCC3)cc2CC1C (stereo unspecified) | 11% | -32%[inhibitor] | 9% | -2% | -15 | 63%[activator] | i | -2% | 2%
CCN(CC)S(=O)(=O)c1ccc(N2CCCCC2)c(C(=O)Nc2ccccc2N2CCOCC2)c1 | 20% | i | 8% | 0% | 13 | 1% | i | 12% | 5%
Cc1oc(-c2ccccc2F)nc1CS(=O)(=O)CC(=O)N1CCCCCC1 | -3% | -2% | 19% | 0% | -12 | -18% | i | -11% | 5%
CCN(CC)C(=O)C1=C(C)N(Cc2ccc(F)cc2)C(=O)C(CC(=O)NCC2CCCCC2)C1 (stereo unspecified) | -4% | -32% | 0% | -2% | -22 | u | i | 21% | -1%
C/C(=N/NC(N)=S)c1ccc(Br)s1 | u | -16% | 8%[9.22 µM] | 14% | -11 | u | i | 11% | 5%
Cc1ccc(/C=N/N(C)S(=O)(=O)c2ccc(C)cc2)cc1 | 14% | -74%[inhibitor] | -10% | 7% | 3 | 10µM* | i | 9% | 14%
Cc1cccc(C(=O)Nc2cccc(C(=O)OCc3cc(=O)n4nc(C(C)C)sc4n3)c2)c1 | -27% | -90%[inhibitor] | -2% | x | x | -10% | x | -2% | x
NS(=O)(=O)c1ccc(SCc2ccccc2)nc1 | 16% | -20% | 7% | 11% | -13 | 28% | i | -2% | -7%
COc1cc2ccc(=O)oc2c(O[C@@H]2O[C@H](CO)[C@@H](O)[C@H](O)[C@H]2O)c1O | 7%&-4% | -1% | 16%&4% | -4%&-4% | 19&11 | 5%&19% | i | -27%&-36% | 0%&-8%
CN(c1ccccc1)S(=O)(=O)c1ccc(Cl)c(C(=O)NCc2ccccc2CN2CCCC2)c1 | -7% | i | 1% | 22% | -24 | u | i | 16% | -4%[1.84 µM]
CC(=O)Nc1ccc(OCCOc2ccc(/C=C3\C(=N)N4N=C(C)SC4=NC3=O)cc2)cc1 | -8% | i | -23% | 11% | 24 | 13% | i | 28% | -7%
CC(NC(=O)c1ccc(Cn2cc([N+](=O)[O-])cn2)o1)c1ccccc1 (stereo unspecified) | 4% | -25%[57.5 µM] | 8% | 4% | 8 | 3% | i | 11% | -3%
CCOC(=O)NC(=O)CSc1ccccn1 | 10% | -32%[inhibitor][57.5 µM] | 3% | -2% | 11 | 9% | i | -6% | 2%
Cc1ccc(OCC(=O)NNC(=O)C2CSC3(C)CCC(=O)N23)cc1 (stereo unspecified) | 8% | -17% | 9% | 8% | 9 | -11% | i | 7% | -4%
CN(C)C(=S)NCc1ccccc1 | -2% | i | u | 6% | 6 | -27% | i | -11% | -10%
COc1ccc(C(F)(F)F)cc1NC(=O)c1sc2nc(-c3cccs3)ccc2c1N | -12% | u | 16% | x | x | 33% | x | 12% | x
